# GC-A act: GC-A (human) enzyme activation; P16066; HEK293 GC-A cells, cGMP TR-FRET, EC30 ANP; 0% at EC30 ANP, 100% saturating ANP; activation, % at 10 µM; hit rate 0.14% among 370,000; AID 1671463; in the data active means activation above about 40%
# PG9 binder: small molecules binding HIV-1 gp120 antibody PG9; TR-FRET gp120-PG9 antibody binding; hit rate 0.43% among 360,000; inhibition, % at 6.7 µM; in the data active means inhibition above about 8.5%
# ASAP1 GAP inh: inhibitors of human ASAP1 ArfGAP activity; Q9ULH1; ASAP1-stimulated ARF1 GTP hydrolysis, GDP FP detection; inhibition, % at 16.5 µM; hit rate 0.19% among 360,000; AID 624377; in the data active means inhibition above about 25%;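 further: 0% = vehicle with enzyme and substrate and 100% = no enzyme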
# GC-B act: GC-B (human) receptor activation | HEK293-GC-B cells, CNP EC30, cGMP TR-FRET; 0% at EC30 CNP, 100% saturating CNP | activation, % at 10 µM | hit rate 0.11% among 370,000;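 active means activation at 10 µM reaching about 35% in either raw or pattern-adjusted values, limit read from the data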
# SMARCA2 activ: increases SMARCA2 function in MMTV reporter cells | MG213 cells, MMTV-luciferase reporter, dexamethasone, overnight | activation, % at 9.1 µM | hit rate 1% among 370,000; in the data active means activation above about 7.8%;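 further: 0% = vehicle wells and 100% = reference activator wells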
# HTRA1 inhibitor: HTRA1 (human) protease inhibition | Q92743 | recombinant HTRA1, FP-rhodamine activity-based probe, fluorescence polarization | inhibition, % at 5.96 µM | hit rate 0.5% among 340,000 | AID 504803; in the data active means inhibition above about 36%;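 further: 0% = enzyme with DMSO and 100% = wells lacking enzyme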
# ARFGAP1 inh: inhibits rat ARF GTPase activating protein 1. Arfgap1-stimulated ARF1 GTP hydrolysis, GDP FP detection. inhibition, % at 16.5 µM. hit rate 0.26% among 360,000. AID 651572;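 active means inhibition above a per-plate limit, mean inhibition of low control wells plus 3 SD, cut at about 25% in these data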;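 further: 0% = DMSO wells with enzyme and 100% = wells lacking Arfgap1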
# Target sequence (Q62848 1-136 limits assumed): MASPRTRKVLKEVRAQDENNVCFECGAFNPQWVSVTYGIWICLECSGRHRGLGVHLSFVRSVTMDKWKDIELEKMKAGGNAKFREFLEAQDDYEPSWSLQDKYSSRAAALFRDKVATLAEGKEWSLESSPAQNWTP
#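 Assay system: Rat Arfgap1 GAP domain (His6, aa 1-136), purified enzyme | Buffer or medium: HEPES 25 mM pH 7.5, NaCl 150 mM, MgCl2, DTT | Schedule: GTP hydrolysis reaction 2 h at 25 °C | Signal: FP of antibody-bound GDP Alexa 633 tracer, ex 620/em 688 nm | Measure: Percent inhibition of Arfgap1-stimulated GTP hydrolysis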
# rCAG RNA binder: molecules binding r(CAG) RNA repeats. r(CAG) RNA repeat, TO-PRO-1 dye displacement fluorescence. hit rate 1.3% among 370,000. inhibition, % at 3 µM;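 active means inhibition above the plate cutoff, the mean of all test compounds on that plate plus 3 SD, cut at about 35% in these data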;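 further: 0% = DMSO alone and 100% = 100 µM mitoxantrone as full dye displacement; higher means more dye released from RNA so lower well fluorescence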
# Rev-erbA mod: modulators of human Rev-erb alpha DNA binding; P20393; Rev-erbα–FITC-DNA binding, fluorescence polarization, 90 min; activity, % at 10 µM; hit rate 0.79% among 370,000;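 active means activity above about 14%, limit read from the data; passing the limit was not always enough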;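 further: 0% = DMSO wells with 35 nM protein and 100% = DMSO wells with 750 nM protein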
# Target sequence (P20393 whole entry, looked up): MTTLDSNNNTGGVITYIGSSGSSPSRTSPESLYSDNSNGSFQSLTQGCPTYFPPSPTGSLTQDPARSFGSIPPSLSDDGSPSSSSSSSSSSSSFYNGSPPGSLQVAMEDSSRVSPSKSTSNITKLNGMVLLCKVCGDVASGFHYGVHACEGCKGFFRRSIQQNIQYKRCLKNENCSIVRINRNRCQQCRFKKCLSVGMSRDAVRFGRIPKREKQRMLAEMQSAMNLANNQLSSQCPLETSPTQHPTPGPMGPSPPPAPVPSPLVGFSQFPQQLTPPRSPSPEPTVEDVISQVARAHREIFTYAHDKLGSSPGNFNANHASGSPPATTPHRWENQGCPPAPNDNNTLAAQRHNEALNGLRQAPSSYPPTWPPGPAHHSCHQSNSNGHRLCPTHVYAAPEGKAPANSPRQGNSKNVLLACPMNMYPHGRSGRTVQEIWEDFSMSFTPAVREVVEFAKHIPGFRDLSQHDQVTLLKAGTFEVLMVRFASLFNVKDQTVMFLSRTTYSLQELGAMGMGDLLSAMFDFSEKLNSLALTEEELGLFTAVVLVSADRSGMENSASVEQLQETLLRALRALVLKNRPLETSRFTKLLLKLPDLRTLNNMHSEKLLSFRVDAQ
# ABHD4 inh: inhibitors of mouse ABHD4. inhibition, % at 8.92 µM. hit rate 0.54% among 370,000. AID 720543. purified mABHD4, FP-Rh probe fluorescence polarization. Q8VD66;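 active means inhibition exceeding the mean over every tested compound plus 3 SD, cut at about 30% in these data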;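 further: 0% = plate median of compound wells and 100% = S159A mutant with DMSO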
# Target sequence (Q8VD66 whole entry, looked up): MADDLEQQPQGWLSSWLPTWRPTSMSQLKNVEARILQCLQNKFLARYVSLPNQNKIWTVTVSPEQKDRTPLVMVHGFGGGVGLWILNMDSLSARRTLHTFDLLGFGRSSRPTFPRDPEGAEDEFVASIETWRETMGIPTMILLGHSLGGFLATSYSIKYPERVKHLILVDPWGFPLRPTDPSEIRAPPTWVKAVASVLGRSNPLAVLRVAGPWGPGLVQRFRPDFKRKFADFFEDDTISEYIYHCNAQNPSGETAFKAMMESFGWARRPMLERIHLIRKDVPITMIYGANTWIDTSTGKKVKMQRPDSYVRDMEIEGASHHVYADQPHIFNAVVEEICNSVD
#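 System: mouse ABHD4 enzyme, wild type / Medium: HEPES pH 7.0, NaCl, Pluronic buffer / Reagent: FP-Rh activity-based fluorescent probe / Control set: S159A mutant high control, sample median low control / Detection: fluorescence polarization with parallel and perpendicular emission, 525/598 nm / Schedule: 45 min + 60 min at 25 °C / Compound dosing: 8.92 µM, single dose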
# Starred values were filed as active, the others as inactive; · = no result given; & = joins results of further samples.
compound	HTRA1 inhibitor	PG9 binder	ARFGAP1 inh	GC-A act	GC-B act	ABHD4 inh	Rev-erbA mod	ASAP1 GAP inh	rCAG RNA binder	SMARCA2 activ
CCCn1c2ccc(F)cc2c2nnc(NN)nc21	-8	-1.6	0	1	3	2	10	6	6	0
Cc1ccccc1N1CCN(C2CCCN(C(=O)c3csc(C(C)C)n3)C2)CC1 (stereo unspecified)	5	-0.8	-3	2	-1	4	0	12	-12	-3
O=C(NC1CCCCCCC1)C1c2ccccc2C(=O)N1Cc1cccs1 (stereo unspecified)	-2	-2.4	-4	-5	-4	-9	0	0	6	-2
Cc1cc(NC(=O)CSc2nnc(NCc3ccco3)s2)no1	5	-2.4	8	-2	0	1	-3	-1	2	0
CN1C(=O)/C(=C\c2ccccc2F)Sc2ccc(C(=O)NC3CCN(Cc4ccccc4)CC3)cc21	-27	0.7	-15	-20	-11	0	-4	-2	0	-5
NC1=NC(=O)/C(=C/c2ccc(-c3ccc(S(N)(=O)=O)cc3)o2)S1	-18	-13	0	-5	-5	-5	-30	7	29	1
O=C(CN1CCOCC1)Nc1ncccn1	-2	3.2	8	0	-3	3	-2	-7	3	2
O=C(Oc1ccc(-c2cnc3ccccc3n2)cc1)c1ccc(Br)o1	-2	-4.8	20	-1	-2	-3	9	-2	2	7
COc1cccc(N2CC(=O)N(NC(=O)c3sc4nc(C)cc(C)c4c3N)CC2=O)c1	3	0.3	0	8	0	1	9	-10	-2	-2
CCN(C(=O)CSc1nnc(-c2ccco2)n1CC)c1c(N)n(Cc2ccccc2)c(=O)[nH]c1=O	-3	-1.0	-6	0	-9	-1	-2	-2	2	1
CCCCCNC(=O)C(c1ccc(C(F)(F)F)cc1)n1c(=O)c(-c2ccco2)nc2ccccc21 (stereo unspecified)	·	-1.4	24	-7	-4	-25	2	-2	30	0
Cc1cccc(CC(=O)N2CCN(C(=O)c3ccco3)CC2)c1	4	-0.7	5	-2	0	3	7	8	-7	-1
CCOC(=O)c1ccccc1NC(=O)/C=C/C(=O)O	3	0.7	-4	3	2	3	1	10	3	-1
CC(C)=CCN1CCN(Cc2ccc(Oc3ncccn3)cc2)CC1CCO (stereo unspecified)	5	-1.7	0	-1	4	2	-3	15	-1	-1
CCN=C1NC(c2cccc(Cl)c2)C(C(=O)OC)=C(C)N1Cc1ccc(C(F)(F)F)cc1 (stereo unspecified)	·	0.6	1	-20	-23	12	-4	-11	7	-4

# Ordered by formula weight (smallest number first): 3 of the compounds above
compound	HTRA1 inhibitor	PG9 binder	ARFGAP1 inh	GC-A act	GC-B act	ABHD4 inh	Rev-erbA mod	ASAP1 GAP inh	rCAG RNA binder	SMARCA2 activ
Cc1cccc(CC(=O)N2CCN(C(=O)c3ccco3)CC2)c1	4	-0.7	5	-2	0	3	7	8	-7	-1
Cc1cc(NC(=O)CSc2nnc(NCc3ccco3)s2)no1	5	-2.4	8	-2	0	1	-3	-1	2	0
CCCCCNC(=O)C(c1ccc(C(F)(F)F)cc1)n1c(=O)c(-c2ccco2)nc2ccccc21 (stereo unspecified)	·	-1.4	24	-7	-4	-25	2	-2	30	0

# Next entries.
compound	HTRA1 inhibitor	PG9 binder	ARFGAP1 inh	GC-A act	GC-B act	ABHD4 inh	Rev-erbA mod	ASAP1 GAP inh	rCAG RNA binder	SMARCA2 activ
Cc1ccc(C)c(NC(=O)CSc2nnc(-c3ccccc3)o2)c1	2	-0.3	3	1	2	-1	8	0	0	0
CCOc1nc(NCCN2CCOCC2)nc(Nc2ccc([N+](=O)[O-])cc2)n1	-7	-2.8	1	0	4	-1	-2	3	5	0
COCCN(C(=O)COC(=O)CSc1cc(C)ccc1C)c1c(N)n(Cc2ccccc2)c(=O)[nH]c1=O	-5	0.8	15	1	1	3	0	0	1	3
CCO[C@H]1OC(C(=O)N2CCN(C)CC2)=C[C@@H](c2coc3ccccc3c2=O)[C@@H]1CCCO	-2	-1.8	-10	3	3	-8	-3	6	-9	1
CN1C(=O)/C(=C/c2cccc(Cl)c2)Sc2ccc(C(=O)NCc3cccnc3)cc21	-71	0.7	3	8	7	-11	-4	3	6	-6
O=C(CSc1n[nH]c(-c2cccs2)n1)N1CCOCC1	2	-0.3	-12	1	-2	1	-7	8	0	2
CC(NS(=O)(=O)c1ccc(Br)cc1)C(c1cccs1)N1CCOCC1 (stereo unspecified)	-3	-1.7	0	-21	-17	3	-3	10	1	3
CCCCC(CC)C(=O)Nc1ccc(S(=O)(=O)Nc2nccs2)cc1 (stereo unspecified)	2	0.9	-7	3	2	-6	1	-12	23	-5
CCOC(=O)C1=NNC(=O)C1	6	-1.3	1	4	2	-5	-2	-1	2	7
Cc1nnc(SCc2nc3ccccc3nc2C)s1	5	-0.4	-3	-3	-4	2	1	0	-1	0
Brc1ccc(-c2nc(-c3ccccc3)no2)o1	-12	-1.6	-9	-3	-5	-2	8	-12	0	7
COC(=O)Cn1cnc2c(nnn2-c2ccc(OC)cc2)c1=O	8	-1.0	6	-5	-6	-1	-10	-4	-3	-1
CCCNc1ncnc2onc(C)c12	-5	-2.3	12	-2	-4	-8	1	13	2	-2
CCOC(=O)c1ccc(NC(=O)COc2ccccc2OC)cc1	-16	1.8	-5	0	2	-7	1	-2	-2	-1
COc1ccc(N2CCN(C(=O)c3cn(CC4CCCCC4)nn3)CC2)cc1	3	1.9	-8	5	-2	9	4	2	-8	-2
Cc1noc(C)c1C(=O)NCC1COc2ccccc2O1 (stereo unspecified)	3	-2.9	6	1	3	-1	4	-2	2	-3
CCOC(=O)C1CN(c2cc3c(cc2F)c(=O)c(C(=O)O)cn3CC)OC1C(=O)OCC (stereo unspecified)	1	0.2	-5	-3	1	3	0	-17	1	-1
COc1ccc(/C(O)=C2/C(=O)C(=O)N(CCCN(C)C)C2c2ccc(Cl)cc2)cc1OC (stereo unspecified)	1	13*	-8	3	-1	2	2	-7	1	-4
O=C(c1cccc(C(F)(F)F)c1)C1CCCN(C(=O)/C=C/c2cnc[nH]2)C1 (stereo unspecified)	3	0.2	-4	7	4	7	-1	-2	-2	-2
Cc1[nH]c2ccccc2c1C(=O)C(=O)Nc1ccc2c(c1)OCO2	-3	-3.2	-11	2	1	-4	0	3	2	7
CC(=O)Nc1cccc(C(=O)N2CCN(S(=O)(=O)c3ccc(C4CCCCC4)cc3)CC2)c1	-29	1.3	5	1	-3	-3	10	1	7	-2
Cc1ccn2cc(C(=O)N3CCN(c4cnn(-c5ccccc5)c(=O)c4Cl)CC3)nc2c1	14	0.2	1	-6	-6	4	-4	0	3	0
O=C(CCSCc1cccc(F)c1)NCc1ccc(F)cc1	-2	-0.3	-3	-6	3	-2	-5	-6	-6	-2
Nc1c(C(=O)NCCN2CCOCC2)c2nc3ccccc3nc2n1-c1cccc(F)c1	-6	-1.4	-5	4	-1	-9	5	10	2	0
Cc1cccc(NC(=O)COC(=O)Cc2c[nH]c3ccccc23)c1C	-2	-0.6	5	-1	5	-2	-2	-4	-1	1
Cc1ccc(-n2ncc3c2CC(C)(C)CC3NC(=O)CCc2ccc(=O)[nH]n2)cc1 (stereo unspecified)	2	1.2	0	-1	-4	-3	1	-7	-2	-2
O=c1c2ccc([N+](=O)[O-])cc2ncn1Cc1ccccc1C(F)(F)F	-3	-3.2	0	-4	-7	4	-2	-5	1	-2
CC1CCN(CCc2nc3cc(NC(=O)C(C)C)ccc3n2C)CC1	-1	1.9	-4	4	-5	-7	8	2	-4	-3
COc1ccc(C(=O)Nc2nc(CC(=O)NCCc3ccccc3)cs2)cc1	-10	-1.2	9	-2	0	-5	-2	11	-9	0
CCOc1ccc2nc(NC(=O)CSc3nc4c(c(=O)n(C)c(=O)n4C)n3CC)sc2c1	·	-2.7	7	1	0	-3	8	2	-1	3
CC(C)(C)c1ccc(/C=N/Nc2nncn2N)cc1	-5	-1.0	5	1	-2	1	10	4	-4	0
CCN1CCN(Cc2ccc(NC(=O)c3ccc(C)c(NC(=O)C4=NN(c5ccccc5)C(=O)C4)c3)cc2C(F)(F)F)CC1	-6&6	-2.7&-0.6	17&12	-2&1	1&-1	18&7	-3&5	4&19	34&23	-4&0
CCn1c(COc2ccccc2)nnc1SCC(=O)Nc1ccc2c(c1)OCCO2	2	0.4	12	-2	2	-2	-2	7	0	-6
O=C(CSc1ncnc2c1oc1ccccc12)NC1CCCC1	1	-10	6	-3	-2	0	-1	3	-3	-1
COc1ccc2nc(N3C(=O)C(O)=C(C(=O)c4ccco4)C3c3ccccc3OC)sc2c1 (stereo unspecified)	-10	0.9	6	-2	-8	-17	8	2	39*	-1
O=C(NC(=S)Nc1ccccc1N1CCN(C(=O)c2ccccc2)CC1)c1cccs1	0	-0.9	-1	-2	1	-1	5	2	-1	-2
O=C(Oc1ccc(N2C(=O)CCC2=O)cc1)c1ccccc1Cl	1	1.3	9	6	0	6	5	2	-4	-10
CCOCCCNC(=O)c1ccc(OC(C)=O)cc1	-2	1.5	-5	6	1	-2	7	-6	0	-2
CCOCCCNC1=C(Cl)C(=O)c2ccccc2C1=O	6	-3.6	2	8	2	-10	3	11	-1	-1
Cc1cccc(-c2c3c(=O)n(C)c(=O)n(C)c3cn2CC2CCCO2)c1 (stereo unspecified)	3	-0.1	0	-6	2	-2	7	0	4	-2
CC1(C)C(=O)Nc2ccccc2N1C(=O)COc1ncnc2ccccc12	4	-0.7	13	5	0	-1	0	-6	-1	1
CCOC(=O)[C@]12CCCC=C1N(Cc1ccc(Cl)cc1Cl)C(=O)[C@H](CC(=O)NCc1ccc(OC)c(OC)c1)C2	·	-3.8	10	0	4	-9	-6	9	8	-8
CCCCCCOc1ccc(N2C(=O)CC(N3CCN(CCN=CC4=C(O)CC(C)(C)CC4=O)CC3)C2=O)cc1 (stereo unspecified)	4	-2.4	-1	0	-3	2	1	3	-2	1
CCOC(=O)C1=C(N)c2ccccc2CC1C(C)C (stereo unspecified)	-9	-3.6	12	0	13	-5	-4	-8	-2	2
Cc1c(C(=O)NCC2CCCO2)oc2c(Cl)cccc12 (stereo unspecified)	-2	0.4	-4	3	-1	-4	1	-22	-6	1
O=C(CSc1nc2ccccc2c(=O)n1-c1ccccc1Cl)Nc1cccc(S(=O)(=O)N2CCOCC2)c1	-36	-2.9	12	7	3	-39	13	10	10	-1
O=C(NC(c1ccccc1)c1ccsc1)C1CCN(Cc2ccc(Cl)c(Cl)c2)CC1 (stereo unspecified)	·	1.9	9	-5	0	0	0	-1	3	2
CCOC(=O)c1c(C)[nH]c(C)c1C(=O)COc1ncnc2cc([N+](=O)[O-])ccc12	-2	-3.5	-1	0	-9	4	-2	15	5	-1
O=S(=O)(c1cccc2nonc12)N1CCCCC1	3	-1.8	10	6	0	1	-5	-1	-2	-2
N#Cc1nc(N2CCCCC2)nc(N2CCOCC2)n1	-1	0.9	3	3	-8	-2	2	1	-4	-5
CCNC(=O)C(CC(C)C)NC(=O)C(CO)NC(=O)C1CCC(=O)N1 (stereo unspecified)	0	0.9	8	4	1	5	-4	11	1	-3
CN(CCOC(=O)c1ccc2c(c1)OCO2)C(C)(C)C	-9	-1.5	6	3	1	3	-1	5	1	-1
